EPAC2 antag: antagonists of human EPAC2; Q8WZA2; EPAC2 GEF exchange of Rap1B-BODIPY-GDP, fluorescence; Potency, µM (series often up to 114 µM), without a hit: top-dose activity, negative = inhibition, hits mostly inhibitors; hit rate 0.18% among 360,000; AID 720708; note: % is set by controls: 0 for no effect and ±100 for the full control effect; nearly all actives have a fitted effect of over 45% in size; many of its hits are not listed in these tables
Target sequence (Q8WZA2 whole entry, looked up): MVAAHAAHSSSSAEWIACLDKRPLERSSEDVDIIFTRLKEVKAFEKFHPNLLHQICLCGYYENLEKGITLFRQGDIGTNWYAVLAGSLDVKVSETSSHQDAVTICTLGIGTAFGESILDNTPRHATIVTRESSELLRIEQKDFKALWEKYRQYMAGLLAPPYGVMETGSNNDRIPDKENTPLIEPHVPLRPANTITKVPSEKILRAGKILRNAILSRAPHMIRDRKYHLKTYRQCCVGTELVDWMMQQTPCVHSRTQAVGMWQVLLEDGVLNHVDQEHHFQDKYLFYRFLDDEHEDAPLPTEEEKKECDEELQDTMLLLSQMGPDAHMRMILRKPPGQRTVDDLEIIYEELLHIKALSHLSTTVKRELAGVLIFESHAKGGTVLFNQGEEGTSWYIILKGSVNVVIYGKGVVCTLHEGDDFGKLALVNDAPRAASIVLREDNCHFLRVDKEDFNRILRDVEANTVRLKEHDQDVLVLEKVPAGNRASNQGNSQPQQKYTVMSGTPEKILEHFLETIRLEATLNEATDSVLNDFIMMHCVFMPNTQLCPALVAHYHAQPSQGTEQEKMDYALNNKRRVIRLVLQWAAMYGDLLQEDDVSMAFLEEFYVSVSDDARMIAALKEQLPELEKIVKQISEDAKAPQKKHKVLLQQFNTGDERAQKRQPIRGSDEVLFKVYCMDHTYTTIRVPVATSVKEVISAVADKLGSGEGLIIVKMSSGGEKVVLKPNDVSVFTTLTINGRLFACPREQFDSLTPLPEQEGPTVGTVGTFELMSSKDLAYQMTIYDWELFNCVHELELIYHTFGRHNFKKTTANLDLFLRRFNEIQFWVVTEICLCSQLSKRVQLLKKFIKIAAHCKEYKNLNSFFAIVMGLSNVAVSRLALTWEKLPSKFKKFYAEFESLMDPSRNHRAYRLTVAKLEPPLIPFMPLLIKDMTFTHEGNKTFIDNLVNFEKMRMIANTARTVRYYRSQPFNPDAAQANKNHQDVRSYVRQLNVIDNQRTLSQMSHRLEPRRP
MCF10A rereplic: induces DNA re-replication in MCF 10a normal breast cells | MCF 10A DNA re-replication, Hoechst nuclear intensity, 48 h | Potency, µM (doses to about 46.1 µM), without a hit: top-dose activity, positive = re-replication, actives largely listed as activators | hit rate 2.9% among 350,000 | AID 624296; note: % of control where 0% means no effect; nearly all actives have a fitted effect of over 50% in size
A549 viability: A549 cytotoxicity, counter-screen for Nrf2 inhibitors. A549 ARE-Fluc cells, CellTiter-Fluor viability, 18-24 h. Potency, µM (series often up to 46 µM), without a hit: at the top dose activity change, negative = cytotoxicity, usual class: inhibitors. hit rate 0.16% among 390,000; note: % is set by controls: 0 for no effect and ±100 for the full control effect
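Cytotoxicity counterscreen: CellTiter-Fluor fluorescence was measured in A549 ARE_Fluc cells after 18-24 h of compound exposure in a concentration series. The subsequent BugLite luminescent read reports ARE-luciferase activity.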
TGFb inhibitor: inhibitors of TGF-b signaling; hit rate 1.2% among 410,000; Potency, µM (series often up to 46.1 µM), for the others: at the top dose activity, negative = inhibition, actives largely listed as inhibitors; HepG2 CAGA-GFP TGF-b/SMAD3 reporter, GFP fluorescence, 18 h; TGF-beta stimulated, 500 pg/mL final; AID 588855; note: % is set by controls: 0 for no effect and ±100 for the full control effect; nearly all actives have a fitted effect of over 65% in size
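TGF-beta reporter screen: HEPG2 CAGA-GFP, 1% FBS, 500 pg/mL TGF-beta final, 18 h; per-cell GFP summed per well; curves fitted and categorized by class.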
S2 tox: viability counter-screen for ATXN expression inhibitors. Potency, µM (titrated, usually from 56.7 µM), actives largely listed as cytotoxic. hit rate 0.49% among 400,000. S2 cells (HEK-293 line with an ATXN2-luciferase reporter) viability, CellTiter-Fluor protease fluorescence, 24 h. AID 651635; note: nearly all actives have a fitted effect of over 40% in size
Nrf2 block: Nrf2 pathway inhibition; A549 ARE-Fluc reporter, luciferase luminescence, 18-24 h; Potency, µM (doses to about 46 µM), without a hit: top-dose activity change, negative = inhibition, usual class: inhibitors; hit rate 2.1% among 360,000; note: % is set by controls: 0 for no effect and ±100 for the full control effect; nearly all actives have a fitted effect of over 60% in size
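Reporter: ARE-Fluc in A549. Exposure: 18-24 h, 37 °C, 5% CO2, 5% FBS OPTI-MEM. Readouts: fluorescent cytotoxicity (CellTiter-Fluor), then luminescent Nrf2 signal after BugLite.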
ATXN2 expr inh: reduces ATXN2 reporter expression in HEK-293 cells; HEK-293 ATXN2-luciferase reporter, luminescence, 24 h; Potency, µM (highest dose often 57 µM), for the others: at the top dose activity change, negative = inhibition, most hits filed as inhibitors; hit rate 0.72% among 360,000; note: % is set by controls: 0 for no effect and ±100 for the full control effect; nearly all actives have a fitted effect of over 55% in size
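ATXN2-luciferase reporter cells (luciferase flanked by upstream and downstream ATXN2 gene portions) were treated 24 h at 37 °C with compounds at up to 57 uM. SteadyGlo luminescence gave expression; GF-AFC fluorescence gave viability.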
Nrf2 ARE act: Nrf2 pathway activation; AREc32 ARE-luciferase reporter (MCF7-derived line), luminescence, 24 h; Potency, µM (series often up to 46.1 µM), for the others: at the highest dose activation, most hits filed as activators; hit rate 0.31% among 410,000; note: % of control where 0% means no effect; nearly all actives have a fitted effect of over 65% in size
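Each well held 1000 AREc32 cells, which were incubated with compound for 24 hr at 37 deg C after overnight attachment, and ARE reporter activity was quantified by firefly luciferase luminescence.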
HepG2 tox: HepG2 cytotoxicity, counter-screen for TGF-b inhibitors; HepG2 CAGA-GFP viability, ATP luminescence, 18 h; Potency, µM (titrated, usually from 46.1 µM), without a hit: top-dose activity change, negative = cytotoxicity, hits mostly cytotoxic; hit rate 0.76% among 410,000; note: some results filed as inactive show a strong effect at the top dose
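HepG2 CAGA-GFP cells (1000/well, DMEM with 1% FBS) received compound, then TGF-beta at 500 pg/mL final, and were incubated 18 hours at 37 degrees C. Viability was read by CellTiter-Glo luminescence. Media-only wells were set as complete cell-killing and DMSO as no toxicity.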
* marks the source's active call; other numbers are inactive results; i = inactive; u = inconclusive; x = not tested or not shown; [ ] = another dose, or the depositor's remark. Calls come from the whole dose curve; as a rule, active = well fitted curve in the direction sought with a large enough effect; inconclusive = small, poorly fitted or top-dose-only effect, or another doubt; inactive = no such curve, though single readings can be large; an effect the other way counts as inactive or inconclusive. Potency is the fitted concentration of half-maximal effect.

Order of results: EPAC2 antag	MCF10A rereplic	A549 viability	TGFb inhibitor	S2 tox	Nrf2 block	ATXN2 expr inh	Nrf2 ARE act	HepG2 tox
Cc1cccc(C)c1NC(=O)c1cc(S(=O)(=O)N2CCCc3ccccc32)ccc1F
 : x	x	0%	-15%	i	x	-3%	3.0%	-5%
O=C(OCc1nc2ccccc2s1)c1cccc(S(=O)(=O)N2CCOCC2)c1
 : 0%	-1%	-5%	-15%	i	u	67%[activator]	11%	-17%
Cc1c(C(=O)N2CCN(c3ccccn3)CC2)cccc1[N+](=O)[O-]
 : 1%	0%	3%	0%	i	-7%	-11%	0.1%	69%
Cc1ccc(NC(=O)C(Cc2ccccc2)NS(=O)(=O)c2cccc3nsnc23)c(C)c1 (configuration not stated)
 : x	x	0%	-11%	i	21%	-2%	0.5%	-17%
CCn1c2c(c3ccc(OC)cc31)CCCC2=O
 : -17%	13%	-11%	7%	i	1%	1%	-0.2%	-31%
Cc1ccc2cc(CN(CC3CCCO3)C(=S)NCc3ccco3)c(=O)[nH]c2c1 (configuration not stated)
 : -16%	-26%	-4%	-11%	i	-2%	-16%	9.4%	-47%
CN1OC[C@@H]2CN(C(=O)c3ccc(-c4ccccc4)cc3)[C@H](c3ccc(-c4cccc(F)c4)cc3)C[C@@H]21
 : 33%[activator]	x	x	-4%	i	x	0%	0.2%	-3%
O=C(Cn1cc([N+](=O)[O-])ccc1=O)Nc1ccc2c(c1)OCO2
 : 5%	-1%	-1%	-6%	i	6%	-8%	-0.6%	1%
C/C=C/c1cccc(-c2nc(C(=O)NC3CCCC3)cc3c2[C@@H](CCO)N(S(=O)C(C)(C)C)C3)c1 (some centres not stated)
 : 4%	x	x	u	i	x	-5%	7.9%	-14%
COc1cccc(NC(=O)NC2(C(=O)N3CCN(C)CC3)CCCCC2)c1
 : 10%	-13%	-13%	13%	i	-11%	4%	-0.9%	2%
COc1ccc(CC(=O)NC2CC(C)(C)NC(C)(C)C2)cc1
 : 2%	-1%	17%	-15%	u	5%	2%	-0.4%	-4%
Cc1ccc(S(=O)(=O)NC(CC(C)C)C(=O)N2CCOCCOCCOCCOCC2)cc1 (configuration not stated)
 : -7%	-4%	0%	0%	i	-11%	-20%	-0.3%	-3%
O=C(/C=C/[C@H]1O[C@@H](n2ccc(=O)[nH]c2=O)[C@H](O)[C@@H]1O)NCc1ccco1
 : 5%	x	x	-6%	i	x	-1%	0.1%	0%
CCc1nc2ccc(C(=O)Nc3cccc(OC)c3)cn2c1N(CCC(C)C)CCN(C)C
 : 12%	x	x	u	x	x	u	11%	11µM*
CCc1nn(CCCC(=O)NCc2ccccc2OC)c(=O)c2cc3occc3n12
 : x	x	-6%	-7%	i	-4%	1%	0.0%	-3%
Cc1csc(SC(C)C(=O)Nc2ccc(S(=O)(=O)N3CCCC3)cc2)n1 (configuration not stated)
 : -6%	4%	-5%	1%	i	u	-12%	-1.1%	6%
Cc1ccc(NC(=O)C2CCCN2S(=O)(=O)c2cccc3nsnc23)c(Br)c1 (configuration not stated)
 : x	x	2%	-12%	u	-24%	-24%	0.4%	-19%
Cc1ccccc1N1CCN(C(=S)c2ccc(-c3cccc([N+](=O)[O-])c3)o2)CC1
 : 1%	-2%	1%	-14%	u	-4%	x	u	-2%
CCOC(=O)Nc1ccc2c(c1)N(CCCN(C)C)c1ccccc1CC2
 : 4%	2%	2%	-16%	u	u	x	-0.5%	-36%
CCOCCCNC(=O)CCNS(=O)(=O)c1ccc(C)cc1
 : 11%	4%	-26%	-2%	i	-12%	3%	-0.1%	-12%
CC[n+]1ccccc1/C=C1\Sc2ccc(C)cc2N1C
 : 0%	u	u	u	u	6.5µM*	4µM*	2.1%	-64%
O=C(N/N=C/C=C/c1ccc(Br)cc1)C(O)c1ccccc1 (configuration not stated)
 : 2%[57.1 µM]	1%	15%	3%	i	2%	x	-0.3%	-1%
CCOC(=O)COc1ccc2c(c1)C(=O)CC(C)(C)O2
 : -4%	-8%	-3%	-5%	i	x	6%	0.1%	1%
COc1ccc(CNC(=O)C(C)n2nc(C)c3c(C)n(-c4ccc(C)cc4)nc3c2=O)cc1 (configuration not stated)
 : 7%	10%	-1%	u	i	u	-23%	-0.7%	-27%
Cc1onc(-c2ccccc2Cl)c1C(=O)Oc1cc(F)cc(F)c1
 : x	x	10%	20%	x	x	x	6.2%	-2%
CSCCC(NS(=O)(=O)c1ccc2c(c1)oc(=O)n2C)C(=O)NCc1cccs1 (configuration not stated)
 : 2%	u	-2%	-12%	i	1%	6%	-0.5%	-3%
C[C@@H]1C=CC(=O)O[C@@H]1c1ccc(Cl)cc1
 : -5%	u	-1%	u	u	9.2µM*	u	0.4%	-49%
CCOc1ccc(NC(=O)CSc2nc3cc(C(=O)NCC4CCCO4)ccc3c(=O)n2CC2CCCO2)cc1 (configuration not stated)
 : 0%	x	x	-14%	i	x	x	0.0%	-1%
O=C(N/N=C/c1ccccn1)c1cc(-c2ccc(Br)s2)[nH]n1
 : 13%	u	-10%	-14%	i	u	-24%	0.7%	-37%
Cc1sc2ncnc(Nc3ccccc3)c2c1C
 : 2%	29%	-3%	2%	i	13%	1%	4.1%	-24%

An excerpt from above, limited to S2 tox:
Compound	S2 tox
CCOCCCNC(=O)CCNS(=O)(=O)c1ccc(C)cc1	i
CC[n+]1ccccc1/C=C1\Sc2ccc(C)cc2N1C	u

Other records
Order of results: EPAC2 antag	MCF10A rereplic	A549 viability	TGFb inhibitor	S2 tox	Nrf2 block	ATXN2 expr inh	Nrf2 ARE act	HepG2 tox
Cc1nn(-c2ccccc2)c(C)c1C(=O)OCC(=O)NC(=O)NC1CCCCC1
 : 7%	5%	-1%	-24%	i	9%	0%	2.4%	-24%
Cc1cc(NC(=O)CSc2nnc(C)n2C)no1
 : 3%	-5%	2%	0%	i	u	13%	0.2%	5%
Cc1ccc(NC(=O)N2CCN(C(=O)c3ccco3)CC2)cc1Cl
 : -5%	0%	-3%	-15%	i	-7%	6%	-0.2%	-26%
CCCC(=O)Nc1nc2nc(-c3ccccc3)cc(-c3ccccc3)n2n1
 : -2%	7%	3%	1%	i	-17%	-10%	0.5%	-20%
CC(=O)Nc1ccc(S(=O)(=O)N(CC(=O)O)Cc2ccccc2)cc1
 : -6%	-2%	0%	-11%	i	3%	3%	-0.4%	5%
CCC(=O)Nc1c(C#N)c2nc3ccccc3nc2n1-c1ccc(C)cc1
 : 6%	23µM*	28%	-23%	x	u	-10%	0.1%	-18%
CCOC(=O)N1CCN(CC(=O)Nc2nnc(C(F)(F)F)s2)CC1
 : 1%	0%	8%	4%	i	6%	x	-0.7%	2%
COc1ccc2nc(NC(=O)CCc3ccc(OC)c(OC)c3)sc2c1
 : -1%	u	10%	0%	i	0%	x	0.0%	-2%
CCc1cc(=O)oc2cc(C)cc(OCC(=O)NCCc3c[nH]c4ccccc34)c12
 : -18%	3%	-2%	-14%	i	u	-18%	0.7%	-42%
O=C(Nc1nc2ccc(S(=O)(=O)N3CCCC3)cc2s1)c1cccc(F)c1
 : x	x	2%	-4%	i	x	27%	5.5%	-1%
CCOC(=O)c1ccccc1NC(=O)CC1SC(=NC)N(C)C1=O (configuration not stated)
 : 9%	2%	-1%	8%	i	10%	-9%	3.2%	9%
O=C(NCc1ccc(Cl)cc1)c1cccc(NC(=O)c2ccccc2)c1
 : 8%	u	0%	u	i	u	-30%	2.0%	9%
CCOc1ccc(-n2c(C)cc(/C=N/NC(=O)C(N)=O)c2C)cc1
 : 3%	8%	1%	22%	x	2%	16%	2.9%	-1%
C=CCNC(=S)Nc1cc(S(=O)(=O)N2CCOCC2)ccc1-n1cncn1
 : 0%	-7%	-2%	-9%	i	3%	2%	-0.9%	5%
Cc1cccc(C)c1-n1ncc(C(=O)Nc2ccc3c(c2)OCCO3)c1C1CCN(C(=O)OC(C)(C)C)CC1
 : x	x	-9%	4%	i	12%	3%	0.3%	-35%
CS(=O)(=O)N(CC(=O)NCc1ccncc1)c1cc(Cl)cc(Cl)c1
 : 7%	-1%	0%	15%	i	1%	1%	-0.1%	-8%
CCCn1c(SCC(=O)N2CCc3ccccc32)nnc1-c1ccco1
 : -1%	20%	-7%	-4%	i	17%	-2%	0.1%	-17%
O=S(=O)(c1ccc(Br)cc1)c1nc(-c2cccs2)oc1SCc1ccc(F)cc1
 : x	x	11%	-15%	i	-13%[9.27 µM]	5%	0.2%	-1%
COc1ccc(-c2csc(C(O)c3ccc(F)cc3)n2)cc1 (configuration not stated)
 : -29%	x	x	-4%	i	x	16%	5.7%	-11%
Cc1ccc(C)c(SCC(=O)Nc2oc(C)c3c(C)n[nH]c(=O)c23)c1
 : -1%	7%	-13%	1%	i	-28%	9%	-0.1%	-8%
COc1cccc(NC(=O)c2cc(CN3CCOCC3)on2)c1
 : x	x	1%	-3%	i	u	24%	3.9%	-5%
C=CCc1c(C)nc2nc(SCC(=O)Nc3ccccc3CC)nn2c1C
 : x	x	-3%	-22%	x	x	x	-1.3%	-24%
Cc1cc(C)nc(N(C#N)C(C)C(=O)N(C)C)n1 (configuration not stated)
 : 3%	4%	-7%	5%	i	u	3%	-1.0%	12%
CN(Cc1ccccc1)Cc1nc2c(c(=O)n(C)c(=O)n2C)n1CCc1ccccc1
 : -7%	7%	8%	-14%	i	-2%	-8%	0.6%	-3%
Cc1nn(C)c(Cl)c1CN1CCN(C2CCCC2)C(CCO)C1 (configuration not stated)
 : 4%	9%	1%	-23%	i	5%	4%	0.3%	-2%

These rows are one share of the data; count on the stated rates, not on these rows.
